Screens deposited in PubChem BioAssay by several laboratories.
SR-BI HDL uptake – inhibitors of SR-BI mediated HDL lipid uptake, primary screen, ldlA[mSR-BI] cells, fluorescence, single point; AID 488896, 2010; 320,000 tested, 0.96% active; ldlA[mSR-BI] CHO cells, DiI-HDL uptake fluorescence, 3 h; Scavenger receptor class B member 1 (Mus musculus), Q61009; inhibition, % at 12.5 µM;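 active = mean replicate inhibition of at least 70% and a set share of replicates each scoring 70 or more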;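 also: 0% = median of neutral control wells and 100% = median of positive control wells; values of inactives mirror those of a sister screen read the other way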
MITF TRPM1 HTS – activators of MITF-driven TRPM1 promoter reporter, primary screen, cell-based, SK-MEL-5, luciferase, single point; SK-MEL-5 TRPM1-promoter luciferase, 24 h; % of positive control, neutral wells = 0; activation, % at 12.5 µM; 300,000 tested, 0.75% active;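 active = mean activation of at least 80% with every replicate also reaching 80%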;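 also: 0% = neutral control wells and 100% = parthenolide positive control wells; values of inactives mirror those of a sister screen read the other way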
SUMO Mot1 rescue – yeast Mot1-301 growth rescue at high temperature, primary screen, SUMOylation pathway inhibitor project, S. cerevisiae, ATP luminescence, 38.5C | S. cerevisiae Mot1-301 growth rescue; percent above DMSO median, 100 means doubled | growth rescue, % at 18.8 µM | 320,000 tested, 1% active | AID 2716, 2010;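 active = every valid replicate shows activation above 250% relative to neutral control wells; inactive = the rest, any valid replicate at or below 250%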;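 also: OY570 slx delta 5 strain wells were the positive control but not used for scaling; some compounds called inactive have numbers as strong as hits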
Pemphigus Ab inh – inhibitors of pemphigus antibody binding to DSG3, primary screen, biochemical, bead-based, flow cytometry, scFv-GFP. 310,000 tested, 0.48% active. DSG3-coupled beads, scFv-anti-DSG3-GFP binding; active compounds read low. binding (percent of control), % at 10 µM. Desmoglein-3 (Homo sapiens), P32926;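 active = binding more than 3 SD below its plate's average and above zero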;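 also: hits lower antibody fragment binding to DSG3; some compounds called inactive have numbers as strong as hits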
Target sequence (P32926 whole entry, looked up, the tested form may be a part): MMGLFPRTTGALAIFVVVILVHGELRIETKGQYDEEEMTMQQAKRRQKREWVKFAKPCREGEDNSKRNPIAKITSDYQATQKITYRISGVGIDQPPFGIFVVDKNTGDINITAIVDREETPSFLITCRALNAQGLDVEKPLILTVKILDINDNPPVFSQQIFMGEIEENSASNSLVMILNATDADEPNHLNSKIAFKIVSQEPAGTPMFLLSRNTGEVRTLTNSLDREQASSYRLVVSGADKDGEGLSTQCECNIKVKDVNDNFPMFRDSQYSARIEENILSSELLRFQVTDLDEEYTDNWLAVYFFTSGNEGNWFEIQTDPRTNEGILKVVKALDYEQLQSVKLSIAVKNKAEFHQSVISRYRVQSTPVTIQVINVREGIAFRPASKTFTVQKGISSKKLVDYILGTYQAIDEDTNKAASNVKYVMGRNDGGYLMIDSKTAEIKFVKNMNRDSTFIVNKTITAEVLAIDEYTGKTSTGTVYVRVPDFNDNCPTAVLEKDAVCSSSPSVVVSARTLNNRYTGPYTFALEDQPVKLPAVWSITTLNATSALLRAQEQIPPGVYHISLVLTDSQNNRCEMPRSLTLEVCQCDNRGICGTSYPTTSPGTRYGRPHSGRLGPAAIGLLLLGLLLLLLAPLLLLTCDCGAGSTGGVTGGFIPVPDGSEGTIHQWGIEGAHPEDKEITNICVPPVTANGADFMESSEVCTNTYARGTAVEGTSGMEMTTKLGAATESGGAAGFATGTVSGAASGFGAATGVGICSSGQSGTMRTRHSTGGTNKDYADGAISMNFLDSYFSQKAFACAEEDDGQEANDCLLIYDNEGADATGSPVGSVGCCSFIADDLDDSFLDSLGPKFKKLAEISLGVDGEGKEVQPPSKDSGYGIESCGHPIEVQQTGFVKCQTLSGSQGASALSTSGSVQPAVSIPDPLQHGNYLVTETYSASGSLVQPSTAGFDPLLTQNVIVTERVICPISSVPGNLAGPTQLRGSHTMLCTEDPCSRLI
CDK5 p35 inh – inhibitors of human CDK5/p35 kinase, primary screen, biochemical, single concentration | inhibition, % at 10 µM | 330,000 tested, 0.01% active | Recombinant CDK5/p35, ADP-Glo luminescence, 60 min | Cyclin-dependent kinase 5 (Homo sapiens) + Cyclin-dependent kinase 5 activator 1 (Homo …;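 active = highest replicate inhibition of at least 50% and at least 75% of replicates reaching 50%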;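 also: plate controls were DMSO neutral control for no effect and GW8510 at 10 µM for full effect; many of its hits are not listed in these tables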
NSD2 HMT inh – NSD2 histone methyltransferase inhibitors, primary screen, biochemical, AlphaScreen, single concentration, set 2; Histone-lysine N-methyltransferase NSD2 (Homo sapiens), O96028; NSD2 peptide methylation, 120 min; inhibition, % at 12.5 µM; 310,000 tested, 0.54% active; in the data active = inhibition above about 50%
SR-BI DiI-HDL act – activators of SR-BI mediated DiI-HDL uptake, primary screen, ldlA[mSR-BI] CHO cells, DiI fluorescence; 3 h; 100 = double the neutral-control signal; activation, % at 12.5 µM; 320,000 tested, 0.096% active; AID 504775, 2011;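 active = mean replicate activation of at least 60% and every replicate at or above 60%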;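 also: 0% = median plate neutral-control signal and 100% = twice that signal; values of inactives mirror those of a sister screen read the other way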
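Test system: SR-BI-overexpressing, LDLR-lacking CHO cells. Measured by: DiI fluorescence, bottom read. Medium: Ham's F12 with 0.5% BSA, HEPES 25 mM, pH 7.4. Timing: 3 h uptake period with compound, 37 °C.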
PKA-R1A activ – activators of PKA-R1A holoenzyme, primary screen, biochemical, fluorescence polarization, Cy5-IP20, bovine R1A, mouse PKAc; PKA-R1A dissociation; scaled: DMSO 0%, 113 µM cGMP 100%; activation, % at 11.4 µM; 340,000 tested, 0.083% active;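 active = percent activation above the mean of all tested compounds plus 3 SD, cut at about 19% in these data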;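 also: higher means more PKAc released from R1A so a rise in polarization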
Arr AP2 block – inhibitors of beta-arrestin/AP2 binding, primary screen, biochemical, GPCR trafficking, flow cytometry. beta-arrestin 1 C-terminal peptide binding to AP2 beta2-adaptin appendage (human). FITC-arrestin peptide / GST-AP2 beads; AP2 beta2 appendage carries R879A mutation. inhibition, % at 10 µM. 340,000 tested, 0.31% active;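 active = inhibition above a set limit, near 3 SD of compounds lacking own fluorescence, cut at about 54% in these data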;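 also: plate controls were DMSO wells for no effect and 5 µM unlabelled arrestin peptide for full effect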
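System: GST-AP2 R879A glutathione beads | Also added: FITC-arrestin peptide, 50 nM | Times: 12 min plus 1 h, RT | Signal: Bead flow cytometry, FITC channel | Buffer or medium: PBS with 0.05% Tween 20 and 0.1% BSA | Read-out basis: Percent drop in bead-associated FITC signal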
dFosB act – activators of delta FosB homodimer, primary screen, biochemical, fluorescence polarization, TAMRA-CDK5 oligo, single point; Protein FosB (Mus musculus), P13346; purified delta FosB; percent of positive-control signal above neutral wells; activation, % at 25 µM; 340,000 tested, 0.99% active; AID 493131, 2011;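 active = mean activation above about 17%, with every replicate also reaching it, limit read from the data, passing the limit was not always enough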;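 also: fluorescence polarization rise as delta FosB binds a TAMRA Cdk5 AP-1 oligo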
PKA-R2B activ – activators of PKA-R2B holoenzyme, primary screen, biochemical, fluorescence polarization, Cy5-IP20, human; PKA-R2B holoenzyme dissociation; R2B truncated from residue 108, S112A mutant; 0% DMSO only, 100% 113 µM cGMP; activation, % at 11.4 µM; 340,000 tested, 0.079% active; AID 504700, 2011;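 active = activation above a cutoff set at the mean over all compounds plus 3 SD, cut at about 18% in these data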;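 also: higher means more holoenzyme dissociation and a rise in polarization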
* hit, by the source's call; / = not tested or not shown.

Screens in order – SR-BI HDL uptake	MITF TRPM1 HTS	SUMO Mot1 rescue	Pemphigus Ab inh	CDK5 p35 inh	NSD2 HMT inh	SR-BI DiI-HDL act	PKA-R1A activ	Arr AP2 block	dFosB act	PKA-R2B activ
- COC(=O)CN1C(=O)C(O)(CC(=O)c2ccc(C)o2)c2ccccc21 (stereo not drawn)
    -5	-1	-9	97	-0.1	1	5	-9	3	0	2
- Cc1onc(-c2c(F)cccc2Cl)c1C(=O)N[C@@H]1C(=O)N2C(C(=O)O)C(C)(C)S[C@H]12 (stereo partly drawn)
    -2	-16	10	110	-5.0	/	2	4	-2	-2	0
- O=C(c1ccc(Cl)c([N+](=O)[O-])c1)N1CCN(c2ccccn2)CC1
    11	-4	5	99	-0.1	-2	-11	5	24	-2	0
- COc1cccc(C(=O)Nc2c3c(nn2-c2cccc(C)c2C)CS(=O)(=O)C3)c1OC
    35	-8	-5	101	-2.8	2	-35	-4	-5	-13	-3
- CC(=O)Nc1ccc(NCC(O)COc2ccccc2)cc1 (stereo not drawn)
    9	-1	24	101	0.4	1	-9	-7	8	-8	-2
- CCOC(=O)N1CCC(N2C(=O)c3ccc(C(=O)Nc4cccc(OC)c4)cc3C2=O)CC1
    57	-4	28	107	6.0	-10	-57	-6	-14	-9	-6
- CN(C)c1ccc(-n2cccc2)cc1
    12	-3	8	107	-1.6	11	-12	-22	7	-11	-3
- COc1cc(C2C(C#N)=C(N)N(c3ccc(F)cc3)C3=C2S(=O)(=O)CC3)ccc1O (stereo not drawn)
    11	-11	10	114	0.0	12	-11	-5	5	-15	-1
- CC(C(=O)Nc1ccc(C(=O)O)cc1)N1C(=O)c2ccccc2C1=O (stereo not drawn)
    -2	-4	0	100	-0.6	-1	2	2	-5	1	6
- CNC(=O)/C(C#N)=C/c1c(N(Cc2ccccc2)Cc2ccccc2)nc2ccccn2c1=O
    5	8	2	101	-1.8	3	-5	-7	24	-11	1
- C#CCN1C(=O)C2C(C(=O)NC)C3C=CC2(O3)C1C(=O)NCc1ccc(OC)cc1 (stereo not drawn)
    3	-3	-12	100	-0.5	1	-3	5	5	-4	-6
- CCOC(=O)c1ccc(S(=O)(=O)N2CCC(C(=O)N3CCN(c4ccccc4OC)CC3)CC2)cc1
    41	4	/	110	0.2	3	-41	-7	5	-24	8
- CCSC1=C(C#N)C(c2ccccc2Cl)C(C(=O)c2cccs2)C(O)(C(F)(F)F)N1 (stereo not drawn)
    -18	2	16	/	-1.8	-2	18	5	3	-5	-14
- O=C(O)c1ccc(-c2nc3ccccc3s2)o1
    -19	-13	-13	90	0.6	20	19	-14	1	-2	-5
- O=C(COc1ccccc1)Nc1ccc(NC(=O)c2ccco2)cc1
    -4	2	-4	102	0.6	4	4	3	43	1	2
- O=C(c1ccc(Cl)c(S(=O)(=O)N2CCc3ccccc32)c1)N1CCN(c2ccccc2O)CC1
    47	-37	-5	93	1.9	1	-47	-20	-5	-14	-5
- C[C@H](NC(=O)c1ccc(Cl)cc1)C(=O)NNC(=O)c1cccs1
    7	0	-11	103	0.5	0	-7	0	-4	-5	2
- Cc1ccc(Oc2cc(C#N)c(C#N)cc2-n2nnc3ccccc32)cc1C
    0	-3	/	101	0.3	-1	0	4	-2	-3	12
- Cc1ccc(/C=C/C(=O)CCC(=O)O)cc1
    0	25	4	97	1.1	/	0	9	5	-4	9
- Cc1cc(-c2ccc(C)c(S(=O)(=O)NCCCN3CCN(c4ccccc4)CC3)c2)on1
    30	-7	11	105	-1.9	3	-30	6	8	-3	1
- CCc1ccc(Nc2nnc(SCc3cc(=O)n4ccsc4n3)s2)cc1
    -4	12	0	102	3.3	/	4	-1	3	1	8
- CC(NS(=O)(=O)c1ccc(CCC(=O)NCc2cccnc2)cc1)c1ccccc1 (stereo not drawn)
    15	-2	-9	100	-0.1	-2	-15	2	0	-4	-2
- O=C(NCc1cccs1)C1CCCN(c2ncccn2)C1 (stereo not drawn)
    -30	/	-5	99	-1.4	-1	30	-7	3	8	-4
- CC1=[N+](CC(=O)c2ccccc2)CCn2cccc21
    9	9	-11	/	-0.5	1	-9	/	14	-7	/
- CCN(CC)S(=O)(=O)c1ccc2nc(NC(=O)c3cccs3)sc2c1
    44	39	6	103	0.5	2	-44	-3	-1	-14	-6
- COC(=O)CC1C(=O)NCCN1C(=O)CSc1nc2cc(Cl)ccc2o1 (stereo not drawn)
    -15	8	6	103	1.4	-1	15	-6	-10	3	-1
- CCCCCc1nc2c(=O)[nH]c3ccccc3c2o1
    4	25	-12	98	1.2	4	-4	7	24	-4	-2
- Cc1ccc(C(=O)NC(=C(Cl)Cl)S(=O)(=O)c2ccccc2)cc1
    -7	14	-11	100	-2.7	6	7	-1	6	-1	-12
- CN(CC(=O)Nc1ccc(OC(F)(F)F)cc1)C(=O)Cn1c(=O)cnc2ccccc21
    -12	/	-4	107	-1.2	0	12	-7	11	-6	-11
- O=C(NC1CCCC1)C(c1ccncc1)N(C(=O)c1ccco1)c1ccc(F)c(Cl)c1 (stereo not drawn)
    -11	3	-3	100	1.0	1	11	-4	18	-6	2
- Cc1cc(C)cc(NC(=S)NCc2ccc3c(c2)OCO3)c1
    -26	2	/	96	-1.2	-2	26	-5	4	-8	8
- Cc1ccccc1NC(=O)Cc1nc(COC(=O)c2nc(Cl)ccc2Cl)cs1
    32	/	-3	/	-6.6	0	-32	-2	-11	0	-16
- CCOc1ccc(CNC(=S)N/N=C\c2ccc([N+](=O)[O-])cc2)cc1
    16	10	-4	78	-0.3	1	-16	5	2	3	-2
- CCCCCCSc1ccc([C@@H]2[C@H]3C(=O)N(CC)C(=O)[C@H]3[C@]3(C(=O)OC)CCCN23)cc1
    14	-7	15	115	0.5	/	-14	-9	-10	1	-3
- CCC(CC)c1nnc(NC(=O)CC(C)c2ccccc2)s1 (stereo not drawn)
    13	/	-2	134	-1.8	-2	-13	-6	-1	1	-6
- Cc1cc(C(=O)CSc2nnc(-c3cccnc3)n2-c2ccccc2F)c(C)n1C
    -10	/	-8	103	-1.2	3	10	-18	7	-9	6
- CCCN(CC(=O)Nc1ccccc1C)C(=O)Cc1coc2cc(C)ccc12
    10	11	5	/	-0.4	0	-10	-3	25	-10	-10
- Oc1ccccc1-c1nc(N2CCCC2)c2ccccc2n1
    62	12	-14	/	-1.6	11	-62	-5	18	-1	-10
- N=C1SC(CC(=O)Nc2ccccc2[N+](=O)[O-])C(=O)N1c1ccccc1 (stereo not drawn)
    17	/	0	104	-1.4	-3	-17	0	-13	14	3
- CCCS(=O)(=O)N1CCC(C(=O)NCCN2CCCC2)CC1
    -27	4	0	118	1.7	1	27	-13	6	2	-11
- Cc1ccc(Cl)cc1N1CCN(C(=O)C(=O)N2CCCCC2)CC1
    13	-7	330	96	-1.0	-1	-13	-3	33	2	-8
- COc1ccc(CNC(=O)C(OC(=O)c2ccco2)c2ccccc2)cc1 (stereo not drawn)
    -2	11	19	/	-4.8	1	2	-3	5	-14	1
- CC1(C)CC(=O)c2c(oc3ccc(NS(=O)(=O)c4ccc(C(=O)O)cc4)cc23)C1
    -6	0	4	104	0.9	1	6	-6	14	0	-3
- O=C(O)c1cccc(N2C(=O)C3CC=CCC3C2=O)c1 (stereo not drawn)
    -40	7	0	118	-1.5	31	40	-10	35	-4	-2
- C/C=C/c1ccc(OCC(=O)N2CCc3cc(OC)c(OC)cc3C2)c(OC)c1
    /	-7	16	106	-2.6	2	/	-8	-1	-10	-2
- CC(=O)Nc1ccc(S(=O)(=O)N2CCN(c3cc(C(F)(F)F)ccn3)CC2)cc1
    -14	9	-23	114	-4.4	-1	14	-13	0	-7	3
- O=C(CSc1ncnc2sccc12)NCc1ccc2c(c1)OCO2
    18	-3	50	/	0.4	1	-18	11	-12	-6	-1
